Assay outcomes from PubChem BioAssay.
UDG counterscr = Primary qHTS assay for inhibitors of Activation Induced Cytidine Deaminase (AID): UDG Counterscreen signal. FRET deamination/UDG coupled assay, UDG read, 4 h. 0.14% of 91,000 active. Potency, µM (highest dose often 115 µM), without a hit: top-dose activity change, negative = inhibition, most hits filed as inhibitors; note: nearly all actives have a fitted effect of over 65% in size
AID inh = Primary qHTS assay for inhibitors of Activation Induced Cytidine Deaminase (AID): AID signal. Single-stranded DNA cytosine deaminase (Homo sapiens), Q9GZX7. AID deamination FRET fluorescence, UDG-coupled, 4 h. Potency, µM (top dose mostly 115 µM), for inactives: top-dose activity change, negative = inhibition, hits mostly inhibitors. 0.32% of 91,000 active; note: nearly all actives have a fitted effect of over 25% in size
Target sequence (Q9GZX7 whole entry, looked up): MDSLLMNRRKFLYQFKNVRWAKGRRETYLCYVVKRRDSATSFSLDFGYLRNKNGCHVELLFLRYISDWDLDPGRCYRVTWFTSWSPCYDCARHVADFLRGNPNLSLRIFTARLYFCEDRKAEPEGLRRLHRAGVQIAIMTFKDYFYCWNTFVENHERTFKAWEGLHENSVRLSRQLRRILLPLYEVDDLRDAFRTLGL
The depositor's hits bear a star; u = inconclusive; [ ] = dose if it differs, or a comment. Calls come from the whole dose curve; as a rule, active = well fitted curve in the direction sought with a large enough effect; inconclusive = small, poorly fitted or top-dose-only effect, or another doubt; inactive = no such curve, though single readings can be large; an effect the other way counts as inactive or inconclusive. % is set by controls: 0 for no effect and ±100 for the full control effect; potency is the fitted concentration of half-maximal effect. Only part of the results is shown; count on the stated rates, not on these rows.

SMILES	UDG counterscr	AID inh
CCOC(=O)c1ccccc1NC(=O)Nc1cc2c(cc1N1CCCC1)n(C)c(=O)n2C	-7.2%	-4.7%
CCn1nc(C(=O)OCC(N)=O)c2ccccc2c1=O	-5.9%	-1.5%
Cc1nn(C)c2c1c(-c1ccccc1)cc(=O)n2Cc1ccccc1Cl	3.1%	u
Cc1cccc(CNC(=O)CCCN2C(=O)CCn3nc(-c4cccn4C)cc32)c1	-28.7%	1.3%
Cc1c(CC(=O)Nc2ccc(C(F)(F)F)cc2)c(=O)oc2cc(O)ccc12	5.8%	11.9%
CCN(CC)c1cc2c(cc1F)c(=O)c(S(=O)(=O)c1cc(C)ccc1C)cn2Cc1ccccc1	-4.6%	-9.8%
CCN(CC)S(=O)(=O)c1ccc2c(c1)c(=O)c(C(=O)NCc1ccccc1OC)cn2C	-8.1%	-14.5%
CCc1ccc(C(=O)COC(=O)c2ccc(C(=O)c3ccccc3)cc2)cc1	-9.8%	12.2%
O=C(Nc1ccccc1)C1CC(=O)n2c(nc3ccccc32)N1 (configuration not stated)	8.1%	-1.1%
CN(C)C(=O)/C(=C\C=C\c1ccccc1)NC(=O)c1ccccc1	11.3%	4.6%
CCOC(=O)C(NC(=O)/C=C/c1ccccc1OC)C(=O)OCC	2.1%	-5.3%
COc1cccc(C(=O)N(Cc2cccc(F)c2)C2CCS(=O)(=O)C2)c1 (configuration not stated)	-12.0%	2.6%
S=C1NC2(CCCC2)N=C1c1ccc(Cl)cc1	0.3%	-5.5%
Cc1ccc(-n2c(Cc3ccccc3)nnc2SCc2nc(-c3cccs3)no2)cc1C	u	u
COc1ccc(CCNC(=O)CCn2c(=O)c3ccccc3n(Cc3ccccc3F)c2=O)cc1OC	-13.0%	-2.6%
Cc1ccc(CN(C(=O)COc2cc(C)c(Cl)c(C)c2)c2ccccn2)o1	12.7%	-3.5%
Cc1ccc(NCc2cc3cc4c(cc3n(CC(=O)Nc3ccc(C)cc3)c2=O)OCCO4)cc1	-9.2%	47.1%[activator]
Cc1ccc2c(c1)C(c1ccccc1)N(C(=O)c1ccc(OC(C)C)cc1)CC(=O)N2 (configuration not stated)	-4.0%	-20.4%
CCCCN(c1ccccc1)c1ncnc2c1cnn2-c1ccc(Cl)cc1	13.4%	-8.2%
CCN1CCN(CCCNC(=O)c2cnn(-c3ccc(C)cc3C)c2C2CCN(C(=O)OC(C)(C)C)CC2)CC1	-1.7%	-3.2%
CCOc1ccc(NC(=O)CSc2ncn[nH]2)cc1	-9.3%	12.2%
Fc1ccc(/C=N/Nc2ccccc2)cc1F	-15.4%	-5.2%
CC(C)/C(=N/O)c1ccc(OCCOc2ccc(/C(=N\O)C(C)C)cc2)cc1	-4.9%	-12.4%
CC(=O)N1CCc2c(sc3nc(SCC(C)C)n(-c4ccc(F)c(Cl)c4)c(=O)c23)C1	0.4%	-3.4%
N#CCc1ccc([N+](=O)[O-])cc1	-12.5%	-0.7%

Pulled one by one from above, two records:
SMILES	UDG counterscr	AID inh
Cc1ccc(NCc2cc3cc4c(cc3n(CC(=O)Nc3ccc(C)cc3)c2=O)OCCO4)cc1	-9.2%	47.1%[activator]
Cc1nn(C)c2c1c(-c1ccccc1)cc(=O)n2Cc1ccccc1Cl	3.1%	u

Next part.
SMILES	UDG counterscr	AID inh
O=C(O)c1ccc(CSC(F)F)cc1	0.3%	-2.3%
CC(=O)N/C(=C\c1ccc(C)cc1)C(=O)O	-1.0%	9.2%
CC(=O)Nc1ccc(NC(=O)CC2C=CCC2)cc1 (configuration not stated)	-11.9%	3.4%
CC(C)c1ccc(S(=O)(=O)Nc2ccc(O)c(Sc3nc4ccccc4s3)c2)cc1	-0.5%	-5.2%
Cn1c(CCN2CCOCC2)nc2cc(NC(=O)c3ccccc3Cl)ccc21	-4.4%	1.3%
Cc1ccc(C2=NS(=O)(=O)N(C)C(C(=O)N3CCN(c4ccc(F)cc4)CC3)=C2)cc1	2.2%	0.1%
Cc1nnc(N2CCC(C(=O)Nc3ccc(F)cc3)CC2)c2nn(-c3ccc(Cl)cc3)c(C)c12	-3.3%	3.7%
CCC1CCC(N(C(=O)Cc2nc(-c3cccs3)oc2C)C2CC2)CC1 (configuration not stated)	-8.5%	-8.4%
CCOC(=O)c1nnc2c(-c3ccc(F)cc3)c(C)nn2c1N	0.5%	17.7%
COc1ccc(-c2[nH]c(-c3ccc(C)cc3)nc2SCC(=O)NCC2CCCO2)cc1 (configuration not stated)	6.8%	-13.1%
O=S(=O)(Nc1c(F)cccc1F)c1ccc2c(c1)OCCO2	10.8%	27.6%
CC(OC(=O)c1cc(=O)c2ccccc2o1)C(=O)Nc1cccc(C(F)(F)F)c1 (configuration not stated)	3.5%	-9.7%
O=C(Nc1ccc2oc(-c3cccnc3)nc2c1)c1ccc(-c2ccccc2)o1	-1.4%	160.7%[activator]
COc1cc(C(=O)/C=C/c2cccs2)ccc1OCC(=O)O	-12.9%	-14.3%
COc1cccc(Oc2coc3cc(OC(=O)c4ccc5c(c4)OCO5)ccc3c2=O)c1	2.6%	-12.3%
O=C(OCc1cc(-c2ccccc2)on1)c1cccc(C(F)(F)F)c1	6.1%	2.4%
COc1cc(OC)cc(-n2c(=O)c3sccc3n(Cc3c(C)cc(C)cc3C)c2=O)c1	0.0%	6.6%
O=C(O)c1ccccc1-n1cccc1	1.5%	10.0%
Cc1ccc(C(=O)OCC(=O)c2ccc(C3CCCCC3)cc2)c(C)c1	-12.3%	1.3%
Cc1ccc(-n2c3nc(=O)[nH]c(=O)c-3cc3c(C)nn(-c4ccccc4)c32)cc1C	-9.9%	32.7%[activator]
CCc1ccc(CNC(=O)CSc2c3c(nc4ccc(Cl)cc24)CCCC3)cc1	-5.1%[57.5 µM]	-8.1%
CC1CCN(C(CNC(=O)Cn2c(=O)c3c(ncn3C)n(C)c2=O)c2cccs2)CC1 (configuration not stated)	7.8%	4.7%
Cc1ccc(Nc2c(-c3ccc(N4CCOCC4)cc3)nc3ncccn23)cc1C	1.0%	23.3%
Cc1cccc(-c2nnc(SCC(=O)NC(=O)NC3CCCC3)n2Cc2ccco2)c1	-1.2%	-5.0%
COc1ccc(/C=C(/C#N)C(=O)Nc2ccc(C34CC5CC(CC(c6ccccc6)(C5)C3)C4)cc2)cc1	2.0%	5.1%

Rewritten with two lines to a compound: entries from further up
Order of values – UDG counterscr	AID inh
- COc1ccc(CCNC(=O)CCn2c(=O)c3ccccc3n(Cc3ccccc3F)c2=O)cc1OC
→ -13.0%	-2.6%
- CC(C)/C(=N/O)c1ccc(OCCOc2ccc(/C(=N\O)C(C)C)cc2)cc1
→ -4.9%	-12.4%
- Cc1nnc(N2CCC(C(=O)Nc3ccc(F)cc3)CC2)c2nn(-c3ccc(Cl)cc3)c(C)c12
→ -3.3%	3.7%
- COc1ccc(/C=C(/C#N)C(=O)Nc2ccc(C34CC5CC(CC(c6ccccc6)(C5)C3)C4)cc2)cc1
→ 2.0%	5.1%
- COc1ccc(-c2[nH]c(-c3ccc(C)cc3)nc2SCC(=O)NCC2CCCO2)cc1 (configuration not stated)
→ 6.8%	-13.1%
- Fc1ccc(/C=N/Nc2ccccc2)cc1F
→ -15.4%	-5.2%
- COc1cccc(Oc2coc3cc(OC(=O)c4ccc5c(c4)OCO5)ccc3c2=O)c1
→ 2.6%	-12.3%

Reformatted: 4 of the compounds above.
compound: CCOC(=O)c1nnc2c(-c3ccc(F)cc3)c(C)nn2c1N
  UDG counterscr: 0.5%; AID inh: 17.7%
compound: COc1ccc(-c2[nH]c(-c3ccc(C)cc3)nc2SCC(=O)NCC2CCCO2)cc1 (configuration not stated)
  UDG counterscr: 6.8%; AID inh: -13.1%
compound: O=S(=O)(Nc1c(F)cccc1F)c1ccc2c(c1)OCCO2
  UDG counterscr: 10.8%; AID inh: 27.6%
compound: CC(OC(=O)c1cc(=O)c2ccccc2o1)C(=O)Nc1cccc(C(F)(F)F)c1 (configuration not stated)
  UDG counterscr: 3.5%; AID inh: -9.7%

Additional records follow:
SMILES	UDG counterscr	AID inh
CCOC(=O)c1c(NC(C)=O)c2c3c(sc2n1Cc1nc(-c2cccc(Cl)c2)oc1C)CCCC3	-4.5%	8.7%
Cc1c(CC(=O)NCCCN2CCOCC2)c(=O)oc2c(C)c(O)ccc12	3.9%	5.3%
COC(=O)CC1c2cc(OC)c(OC)cc2CCN1Cc1nc(CC(C)C)no1 (configuration not stated)	-3.7%	16.8%
O=C(NC1CCS(=O)(=O)C1)c1cc2sccc2n1Cc1ccccc1 (configuration not stated)	-0.2%	-2.8%
COc1ccc(C(=O)NCCn2cc(SCC(=O)Nc3ccc4c(c3)OCCO4)c3ccccc32)cc1	-1.5%	-13.7%
OC(CNCc1c(OCc2ccccc2)ccc2ccccc12)c1ccccc1 (configuration not stated)	-0.5%	-8.3%
COc1ccc(OC)c(CCNc2nccn(-c3ccc(C)c(C)c3)c2=O)c1	-15.3%	u
COc1ccc(NC(=O)CSc2nc(-c3cccs3)cc(C(F)(F)F)c2C#N)cc1	4.3%	17.2%
COc1ccc(CCNC(=S)NNC(=S)NCC2CCCO2)cc1OC (configuration not stated)	4.2%	2.3%
COc1ccc(-n2c(SCC(=O)NCc3ccc(F)cc3)nc3c([nH]c4ccccc43)c2=O)cc1	-3.0%	-0.7%
Cc1cc(=O)n(CC(=O)NC(C)c2ccccc2)c2c1c(C)nn2-c1cccc(F)c1 (configuration not stated)	-26.8%	-3.7%
Cc1ccc(/C=C/C(=O)N(Cc2ccco2)Cc2ccco2)s1	-7.2%	0.1%
O=C(COc1ccc(Br)cc1)Nc1nc(-c2ccc(Br)o2)ns1	2.3%	5.8%
CC(=O)c1ccc(NC(=O)CSc2ccc3nnc(CCNS(=O)(=O)c4ccc(C)cc4)n3n2)cc1	-22.4%	43.5%[activator]
COC(=O)c1ccccc1NC(=O)c1ccc2nc(CCc3ccccc3)oc2c1	-10.2%	1.9%
O=C(CSc1ccccc1F)c1ccc2c(c1)-c1ccccc1C2	-10.3%	-14.8%
COc1cc(/C=C(/C#N)c2ccccc2F)cc(I)c1OC	-6.8%	-19.3%
O=C1CC(c2ccccc2F)c2c(n3c(nc4ccccc43)[nH]c2=O)N1 (configuration not stated)	-11.6%	-9.8%
CC(=O)/C(C=Nc1cc(C(F)(F)F)ccc1Cl)=C(/C)O	1.8%	3.5%
CC(C)C1C(C#N)=C(N)OC2=C1C(=O)CC(C)(C)C2 (configuration not stated)	-5.8%	-7.8%
Cc1ccc(-c2cnc(CCC(=O)NCc3ccccc3F)o2)cc1C	-6.3%	-2.3%
COc1ccc(Cl)cc1NC(=O)c1cc2c(=O)n3ccccc3nc2s1	-1.8%	6.7%
Cc1ccc2nc(Cl)c3cc(C(=O)NC4CCCC(C)C4C)sc3c2c1 (configuration not stated)	-4.3%	-5.0%
N#C/C(=C\c1ccccc1)c1nc2ccccc2[nH]1	0.7%	-8.5%
CN=C(NC)c1ccc([N+](=O)[O-])cc1	-11.8%	-11.6%

Remaining list, next part.
SMILES	UDG counterscr	AID inh
CCOc1ccc(C(=O)OCc2ncc(-c3ccccc3)o2)cc1	0.6%	-5.9%
Cc1cccc[n+]1C/C=C\c1ccccc1	-3.3%	-1.6%
CCOc1ccccc1Oc1c(C)oc2cc(OCC(=O)O)ccc2c1=O	-4.9%	0.4%
c1ccc(CNCCCN2CCCCC2)cc1	-10.5%	1.7%
O=C(Cn1ncc2c1-c1ccccc1OC2)N1CCN(c2cccc(Cl)c2)CC1	-8.0%	-17.5%
CC(=O)Nc1cc(-c2ccccc2)nn1Cc1cccc(Cl)c1	-25.7%	-19.9%
C=CCN1CCN(c2ccc(C(F)(F)F)cn2)CC1	11.9%	2.5%
Cc1oc2cc(OCC(=O)N[C@@H](CC(C)C)C(=O)O)ccc2c(=O)c1-c1ccc(Cl)cc1	5.0%	-3.7%
CCCC(=O)N(C)CCCc1ccccc1	2.4%	-0.5%
CC(=O)c1ccc(S(=O)(=O)Nc2cccc(-c3ccc(N4CCCCCC4)nn3)c2)cc1	7.5%	-17.0%
Cc1cc(C(C)(C)C)cc(C)c1COC(=O)c1nn(C)c(=O)c2ccccc12	-19.2%	-27.1%
Cc1ccc2oc(=O)c3cnn(CC(=O)Nc4ccc(Br)cc4C)c3c2c1	10.1%	-2.0%
Cc1ccc(/C=C2\Oc3cc(OS(C)(=O)=O)ccc3C2=O)cc1	0.9%	-9.7%
CN1CCN(CCCN2C(=O)CSC2c2ccc(Cl)cc2)CC1 (configuration not stated)	-8.0%	5.4%
CN(C)c1ccc(N=Cc2c(O)ccc3ccccc23)cc1	u	u
CCCCOC(=O)c1ccc(Nc2nc3ccc(C)cc3n3cnnc23)cc1	3.5%	7.2%
Fc1ccc(C2=NN(c3cccc(C(F)(F)F)c3)C(c3ccc(F)cc3)C2)cc1 (configuration not stated)	-7.5%	-10.5%

Individual results from the entries so far.
For AID inh, `CCCCOC(=O)c1ccc(Nc2nc3ccc(C)cc3n3cnnc23)cc1` has 7.2%
For UDG counterscr, `CCCC(=O)N(C)CCCc1ccccc1` has 2.4%
For AID inh, `Fc1ccc(C2=NN(c3cccc(C(F)(F)F)c3)C(c3ccc(F)cc3)C2)cc1` (configuration not stated) has -10.5%
